Assay outcomes: PubChem, several laboratories
HTRA1 inh = blocks human HTRA1 serine peptidase | Q92743 | recombinant HTRA1, FP-rhodamine activity-based probe, fluorescence polarization | inhibition, % at 5.96 µM | actives 0.5% (n = 340,000) | AID 504803; in the data active = inhibition above about 36%;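 note: 0% = enzyme with DMSO and 100% = wells lacking enzyme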
Target sequence (Q92743 whole entry, looked up): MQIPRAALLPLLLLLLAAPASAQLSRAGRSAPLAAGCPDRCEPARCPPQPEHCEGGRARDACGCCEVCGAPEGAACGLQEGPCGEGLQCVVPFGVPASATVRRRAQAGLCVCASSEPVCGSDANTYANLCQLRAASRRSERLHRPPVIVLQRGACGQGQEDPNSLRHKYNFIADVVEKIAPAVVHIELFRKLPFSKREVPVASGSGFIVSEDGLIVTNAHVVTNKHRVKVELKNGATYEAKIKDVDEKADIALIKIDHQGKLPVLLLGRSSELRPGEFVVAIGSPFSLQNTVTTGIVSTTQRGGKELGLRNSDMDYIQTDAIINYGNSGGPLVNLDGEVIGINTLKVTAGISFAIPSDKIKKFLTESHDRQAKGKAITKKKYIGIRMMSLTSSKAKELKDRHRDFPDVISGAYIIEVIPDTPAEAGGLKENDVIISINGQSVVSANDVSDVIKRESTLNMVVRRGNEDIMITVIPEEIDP
PG9 binder = binds the HIV-1 gp120 antibody PG9; inhibition, % at 6.7 µM; actives 0.43% (n = 360,000); TR-FRET gp120-PG9 antibody binding; in the data active = inhibition above about 8.5%
TDP2 inh = blocks human TDP2 phosphodiesterase activity | recombinant TDP2, T5PNP hydrolysis, p-nitrophenol absorbance 415 nm | inhibition, % at 12.8 µM | actives 0.34% (n = 370,000);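 active = inhibition above the mean of all tested compounds plus 3 SD, set per campaign, cut at about 25% in these data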;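 note: 0% = DMSO with enzyme and 100% = buffer with substrate but no TDP2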
Target sequence (O95551 whole entry, looked up): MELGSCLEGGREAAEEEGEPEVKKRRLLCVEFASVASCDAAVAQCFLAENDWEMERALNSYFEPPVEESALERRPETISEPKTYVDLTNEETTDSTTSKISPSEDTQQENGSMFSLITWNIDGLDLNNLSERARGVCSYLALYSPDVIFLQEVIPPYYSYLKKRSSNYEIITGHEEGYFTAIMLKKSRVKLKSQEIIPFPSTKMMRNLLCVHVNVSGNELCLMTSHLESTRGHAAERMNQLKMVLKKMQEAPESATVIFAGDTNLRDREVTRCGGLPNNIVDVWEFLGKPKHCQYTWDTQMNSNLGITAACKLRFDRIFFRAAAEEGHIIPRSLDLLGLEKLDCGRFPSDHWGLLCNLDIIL
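Assay system: Recombinant human TDP2 | Quantity: 120 nM TDP2 per well | Incubation: 2 h at 37 °C | Signal: Epi absorbance | Evaluation: Percent inhibition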
PRMT1 inh = blocks human protein arginine methyltransferase 1; recombinant PRMT1, activity-based probe fluorescence polarization; inhibition, % at 2.79 µM; actives 1.3% (n = 370,000); AID 652257;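 active = inhibition above about 21% made by adding two undisclosed values, limit read from the data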
rCAG binder = binds r(CAG) RNA repeats | r(CAG) RNA repeat, TO-PRO-1 dye displacement fluorescence | inhibition, % at 3 µM | actives 1.3% (n = 370,000);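 active = inhibition above the plate cutoff, the mean of all test compounds on that plate plus 3 SD, cut at about 35% in these data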;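 note: 0% = DMSO alone and 100% = 100 µM mitoxantrone as full dye displacement; higher means more dye released from RNA so lower well fluorescence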
TCR-CD3 inh = human TCR-CD3 binding inhibition; TAMRA-labeled TCR probe fluorescence, biochemical; inhibition, % at 9.4 µM; actives 0.37% (n = 360,000); AID 651800; in the data active = inhibition above about 19%;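 note: recombinant mutant TCR 2C K166C tagged with TAMRA read by polarization; 0% = receptor in buffer alone and 100% = receptor with positive control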
ABHD4 inh = ABHD4 (mouse) inhibition, primary FP screen | actives 0.54% (n = 370,000) | purified mABHD4, FP-Rh probe fluorescence polarization | AID 720543 | inhibition, % at 8.92 µM | Q8VD66;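 active = inhibition exceeding the mean over every tested compound plus 3 SD, cut at about 30% in these data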;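 note: 0% = plate median of compound wells and 100% = S159A mutant with DMSO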
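Test system: mABHD4 protein | Buffer or medium: HEPES pH 7.0 buffer, 150 mM NaCl, 0.01% Pluronic F-127 | Probe or stimulus: FP-Rh fluorescent activity-based probe, added after compound pre-incubation | Timing: Pre-incubation 45 min, probe exposure 60 min, at 25 °C | Technique: Fluorescence polarization, excitation 525 nm, emission 598 nm, BODIPY TMR filters | Repeats: Single well per compound (singlicate)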
SIAE inh = blocks human sialic acid acetylesterase | inhibition, % at 9.66 µM | actives 0.69% (n = 370,000) | Q9HAT2 | AID 1053197 | SIAE FP-Rh probe binding, fluorescence polarization;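 active = inhibition above a cutoff: mean of compounds within the control limits plus 3 SD of those, cut at about 17% in these data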;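 note: 0% = plate median of compound wells and 100% = probe without SIAE protein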
NR1D1 modulator = modulators of human Rev-erb alpha DNA binding. P20393. Rev-erbα–FITC-DNA binding, fluorescence polarization, 90 min. activity, % at 10 µM. actives 0.79% (n = 370,000). AID 1259318;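 active = activity above about 14%, limit read from the data; passing the limit was not always enough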;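 note: 0% = DMSO wells with 35 nM protein and 100% = DMSO wells with 750 nM protein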
LEDGF integ inh = blocks HIV-1 LEDGF/p75-dependent DNA integration; actives 0.64% (n = 370,000); TR-FRET IN-LEDGF/p75 DNA integration, Eu/Cy5; inhibition, % at 3.7 µM; AID 743269;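 active = inhibition above the screen-wide mean plus 3 SD, cut at about 13% in these data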;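 note: signal is the Cy5 over europium emission ratio at 671 and 618 nm; 0% = plate median of compound wells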
Active calls of the source: *; nt = no result given.

Each structure is followed by: PG9 binder	LEDGF integ inh	TCR-CD3 inh	ABHD4 inh	PRMT1 inh	SIAE inh	TDP2 inh	HTRA1 inh	NR1D1 modulator	rCAG binder
1: Oc1ccc(/C=N/n2cnn(Cc3ccccc3Cl)c2=S)c(O)c1
  -1.0	-2.3	5.7	-1.8	0.3	2.5	11.9	1.3	2.9	0.7
2: Oc1cc(CNCc2ccccc2)c(O)cc1CNCc1ccccc1
  -0.2	13.0	7.5	41.5*	20.4	12.2	-1.2	57.0*	5.7	23.6
3: CN(C)c1nc(OCc2ccccc2)c2ncc(=O)[nH]c2n1
  1.1	-3.1	-4.5	1.7	1.1	-0.5	7.5	6.9	-1.1	1.3
4: NC(=O)c1nsc(C(=O)N(CC(=O)NC2CCCCC2)c2cccc(F)c2)c1N
  -1.0	2.6	-0.3	-2.0	-3.3	-8.8	-0.7	-5.8	-2.7	1.4
5: CCCCN(C(=O)c1ccc(-c2ccc(Cl)cc2)o1)c1c(N)n(CCCC)c(=O)[nH]c1=O
  2.2	-0.9	-4.2	6.5	-0.3	-0.1	6.5	-78.5	10.5	7.5
6: Cc1cc(C)cc(NC(=O)CCNS(=O)(=O)c2cc(Br)cnc2N)c1
  -1.4	2.0	-2.6	-0.1	1.1	-1.4	0.0	-6.9	-2.3	2.9
7: O=C(COc1ccccc1[N+](=O)[O-])N/N=C/c1ccccn1
  -1.4	0.0	2.1	-1.2	-3.6	-5.6	9.2	4.2	3.5	-0.1
8: Oc1cc(-n2cccn2)c(O)cc1-n1cccn1
  -6.0	-2.4	8.5	18.8	57.2*	3.7	11.5	0.6	0.2	-0.5
9: Cc1cc(C)cc(N(CC(=O)N/N=C/c2ccncc2)S(=O)(=O)c2ccccc2)c1
  -0.5	-0.6	6.8	-7.6	11.9	-5.0	-0.7	-7.2	-0.9	0.5
10: COc1ccc(C2C3C(=O)N(Cc4ccccc4)C(=O)C3ON2c2ccccc2)c(OC)c1OC (configuration not stated)
  -0.5	2.1	8.1	-18.4	-0.7	-5.2	-6.4	-17.4	-0.3	1.5

Each structure is followed by: PG9 binder	LEDGF integ inh	TCR-CD3 inh	ABHD4 inh	PRMT1 inh	SIAE inh	TDP2 inh	HTRA1 inh	NR1D1 modulator	rCAG binder
11: Cc1cc(NC(=O)COc2ccccc2)n(-c2ccccc2)n1
  3.3	1.2	-3.9	3.0	5.8	-3.8	4.1	-1.1	3.0	-2.2
12: COc1ccc2[nH]cc(CCN3C(=O)c4ccc(C(=O)O)cc4C3=O)c2c1
  -0.5	-0.8	5.2	1.7	0.2	11.4	13.4	-1.8	1.2	6.8
13: COc1cc([N+](=O)[O-])cc(/C=N/NC(=O)CSc2ccccn2)c1O
  -1.9	-7.9	0.5	14.4	-0.6	1.5	-8.0	2.2	5.4	10.2
14: N#CC1(NC(=O)Cn2cc(C(F)(F)F)ccc2=O)CCCC1
  1.0	-2.0	-0.4	-5.3	1.6	-6.5	-3.0	3.3	2.6	3.0
15: COc1cc(C=Cc2nnc3c4ccccc4cnn23)cc(OC)c1OC
  -4.2	4.3	-3.4	-2.6	-4.9	0.3	0.0	-5.2	50.2*	1.6
16: CC(C)(C)c1csc(NC(=O)Cc2cccs2)n1
  -1.0	-5.0	-1.8	2.1	4.0	1.8	-4.3	1.7	-0.7	2.0
17: CC(C)N(C(=O)COC(=O)CCC(=O)c1cccs1)c1ccccc1
  -2.5	2.4	-4.2	-0.4	-8.5	-7.2	-4.3	9.3	0.6	-5.9
18: CCN(CC)S(=O)(=O)c1cc(NC(=O)COC(=O)CCC(=O)c2ccc(F)cc2)ccc1C
  -1.8	2.0	-2.6	-3.2	-2.1	-3.7	2.7	-8.2	1.1	2.2
19: Cc1c(Cl)cccc1NC(=S)NCCN1CCOCC1
  -1.7	-1.4	2.2	2.6	-3.3	-0.5	12.1	-2.8	-2.0	-0.6
20: O=C(COc1cc(F)ccc1[N+](=O)[O-])N1N=C(c2cccs2)CC1c1ccco1 (configuration not stated)
  -0.7	-0.5	-6.8	-3.4	9.7	2.0	4.5	-15.7	-5.6	6.8

3 structures from above, sorted by heavy-atom count, ascending.
Each structure is followed by: PG9 binder	LEDGF integ inh	TCR-CD3 inh	ABHD4 inh	PRMT1 inh	SIAE inh	TDP2 inh	HTRA1 inh	NR1D1 modulator	rCAG binder
16: CC(C)(C)c1csc(NC(=O)Cc2cccs2)n1
  -1.0	-5.0	-1.8	2.1	4.0	1.8	-4.3	1.7	-0.7	2.0
20: O=C(COc1cc(F)ccc1[N+](=O)[O-])N1N=C(c2cccs2)CC1c1ccco1 (configuration not stated)
  -0.7	-0.5	-6.8	-3.4	9.7	2.0	4.5	-15.7	-5.6	6.8
18: CCN(CC)S(=O)(=O)c1cc(NC(=O)COC(=O)CCC(=O)c2ccc(F)cc2)ccc1C
  -1.8	2.0	-2.6	-3.2	-2.1	-3.7	2.7	-8.2	1.1	2.2

(more compounds)
Each structure is followed by: PG9 binder	LEDGF integ inh	TCR-CD3 inh	ABHD4 inh	PRMT1 inh	SIAE inh	TDP2 inh	HTRA1 inh	NR1D1 modulator	rCAG binder
21: N#CC1=C(N)Oc2n[nH]c(-c3cccnc3)c2C1c1cc(F)ccc1F (configuration not stated)
  -1.1	2.2	-5.2	12.5	4.4	7.5	51.5*	-0.3	-2.5	-1.8
22: CCn1c(SCC(=O)N/N=C/c2ccc(O)c(OC)c2)nc2ccccc21
  -1.4	-2.8	2.5	-1.6	-1.8	0.8	6.5	0.8	-2.7	-0.6
23: COc1ccc(C(=O)Nc2ccc(S(=O)(=O)N3CCCCC3)cc2)cc1
  0.4	1.1	3.7	-4.1	-2.4	-11.8	0.7	-25.9	-0.9	-0.2
24: CCOc1cc(C(=S)N2CCCC2)ccc1OC(=O)Cc1ccc(F)cc1
  -2.5	1.2	5.9	-7.8	-1.1	7.0	-13.7	-6.2	1.4	-4.2
25: COc1ccc([N+](=O)[O-])cc1NC(=O)CCN1CCN(C)CC1
  -0.5	-6.0	-6.9	1.7	-0.5	-4.6	4.4	-1.9	-2.3	-2.2
26: COc1cc(C)ccc1OCCOc1c(Cl)cc(Cl)cc1Cl
  1.8	-1.5	7.3	-0.3	0.3	2.9	-2.5	-1.8	-1.5	-4.9
27: CC(C)CNC(=O)c1ccccc1-c1ccccc1C(=O)O
  -1.2	-1.5	-1.3	3.7	-0.3	-0.1	-0.3	-2.4	-3.9	0.8
28: COc1ccc(CNC(=O)COC(=O)CNC(=O)c2sc3ccccc3c2Cl)cc1OC
  2.8	-3.1	3.0	0.5	0.5	5.5	-10.9	-8.3	-2.2	3.7
29: COc1ccccc1CCNC(=O)c1cccc(S(=O)(=O)N2CCc3ccccc3C2)c1
  -0.2	-1.8	3.6	-14.7	0.1	-11.0	-11.2	-23.6	-6.2	5.4
30: Cc1nc2sccn2c1P(c1c(C)nc2sccn12)c1c(C)nc2sccn12
  0.5	4.6	3.1	-12.4	-4.3	17.4*	9.2	1.9	-5.1	-1.7

Each structure is followed by: PG9 binder	LEDGF integ inh	TCR-CD3 inh	ABHD4 inh	PRMT1 inh	SIAE inh	TDP2 inh	HTRA1 inh	NR1D1 modulator	rCAG binder
31: CCn1cc(C(=O)OCC(=O)c2ccccc2)c(=O)c2ccc(C)nc21
  0.9	5.7	1.6	2.1	-1.5	-0.8	2.0	-0.3	-1.7	-5.4
32: O=C(COC(=O)C1CC2C=CC1C2)NCc1ccco1 (configuration not stated)
  -0.9	10.2	9.6	8.3	2.5	2.0	-3.3	4.8	-8.8	18.2
33: COc1ccccc1NC(=S)N1CCC(NC(=O)NC23CC4CC(CC(C4)C2)C3)CC1
  0.1	-1.1	0.4	-1.5	1.0	-0.9	-7.0	-10.4	-2.7	-4.5
34: CCN(CC)S(=O)(=O)c1ccc(NC(=O)Cn2cnc3ccccc3c2=O)cc1
  0.1	-0.2	-4.3	2.9	3.2	-1.0	-4.8	2.2	-4.6	5.2
35: C=CCn1c(COc2ccc(Cl)cc2)nnc1SCC(=O)N1CC(=O)Nc2ccccc21
  -1.0	-0.9	-1.0	-11.0	8.6	-5.3	-11.4	-4.6	-1.4	-1.4
36: CCC(=Cc1ccccc1OC)c1ccncc1
  -0.1	-1.8	6.6	4.7	0.5	-2.6	0.4	-3.8	3.9	-1.0
37: COc1ccc(-n2c(C)cc(C(=O)CSc3ccc(NC(C)=O)cc3)c2C)cc1
  -1.7	-1.6	6.1	-14.5	17.4	1.8	3.6	-14.5	5.3	-5.0
38: CN(C)S(=O)(=O)N1CCC(Oc2cccc(C(=O)NC3CCCCCC3)c2)CC1
  -2.4	2.0	4.6	-5.2	-6.0	9.2	6.0	-3.2	-0.3	-5.9
39: O=C(COC(=O)c1cccc(Br)c1)NCCC1=CCCCC1
  -0.9	-0.8	1.7	-14.8	5.7	-3.6	0.2	-14.9	0.1	-6.5
40: COc1ccc(SC[C@H](CC(C)C)N2CCN(C)CCC2=O)cc1
  0.0	-1.4	6.2	-1.1	-1.2	2.5	-1.8	-8.6	-1.8	-5.9

Each structure is followed by: PG9 binder	LEDGF integ inh	TCR-CD3 inh	ABHD4 inh	PRMT1 inh	SIAE inh	TDP2 inh	HTRA1 inh	NR1D1 modulator	rCAG binder
41: COc1cc(/C=C/C(=O)OCC(=O)Nc2ccc(C)cc2[N+](=O)[O-])ccc1O
  1.0	4.5	3.2	-1.5	-3.8	-5.0	4.5	6.9	-22.0	4.4
42: O=C(CCCCCn1nnc2ccccc2c1=O)N[C@H](C(=O)O)c1ccccc1
  -0.8	0.3	-3.6	2.8	3.3	-5.1	8.6	2.7	-1.6	0.9
43: Cn1cnnc1Sc1ccc(C(=O)OCC(=O)Nc2cc(Cl)cc(Cl)c2)cc1[N+](=O)[O-]
  -0.8	0.9	2.2	3.4	2.5	-9.4	-5.4	-17.1	-5.2	6.3
44: CCc1nc2ccccc2n(CCOCCn2c(=O)c(CC)nc3ccccc32)c1=O
  0.6	6.3	0.5	-6.8	-0.9	3.3	-0.9	3.9	-1.9	1.3
45: Cc1ccc(OC(=O)c2cccc(C(=O)Oc3ccc(C)cc3)n2)cc1
  -0.3	-4.2	9.4	2.6	-4.8	-3.0	-7.8	0.7	-14.4	-1.5
46: CN(C)c1cccc2c(S(=O)(=O)NCC3CCN(C(=O)C(=O)c4cc5ccccc5o4)CC3)cccc12
  -0.4	2.0	-1.4	-6.1	-4.2	-1.3	7.9	nt	-0.7	9.4
47: COc1ccc(NS(=O)(=O)c2cc(OCC(N)=O)c(C)cc2Cl)cc1
  -2.9	3.7	0.2	6.5	0.8	-0.9	0.5	0.9	-7.8	-0.6
48: O=[N+]([O-])c1cccc(NC2=NCCC2)c1
  -1.6	-0.9	-0.5	-2.6	-2.0	-0.2	-3.8	-9.8	8.6	1.5
49: CCCN(C(=O)C(C)Oc1cccc(Cl)c1)c1c(N)n(Cc2ccccc2)c(=O)[nH]c1=O (configuration not stated)
  -0.8	3.6	-6.8	-7.8	-4.6	-3.1	-22.4	-4.2	-4.5	6.7

Some of the compounds tested. The share of hits here may be higher or lower than overall.
